Screens as filed in PubChem BioAssay.
pCIP destab – p/CIP-EGFP fusion destabilizers, primary screen, fluorescence, F442A cells; hit rate 0.01% among 290,000; Q05BA5; 16 h; decrease of EGFP signal, % at 10 µM;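 active = EGFP signal decrease of at least 30% at 10 µM or well 3 SD below plate mean, unless failing retest; inactive = the rest, including hits failing retest or dose response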; also: some compounds called inactive have numbers as strong as hits; many of its hits are not listed in these tables
Target sequence (Q05BA5 1-1403): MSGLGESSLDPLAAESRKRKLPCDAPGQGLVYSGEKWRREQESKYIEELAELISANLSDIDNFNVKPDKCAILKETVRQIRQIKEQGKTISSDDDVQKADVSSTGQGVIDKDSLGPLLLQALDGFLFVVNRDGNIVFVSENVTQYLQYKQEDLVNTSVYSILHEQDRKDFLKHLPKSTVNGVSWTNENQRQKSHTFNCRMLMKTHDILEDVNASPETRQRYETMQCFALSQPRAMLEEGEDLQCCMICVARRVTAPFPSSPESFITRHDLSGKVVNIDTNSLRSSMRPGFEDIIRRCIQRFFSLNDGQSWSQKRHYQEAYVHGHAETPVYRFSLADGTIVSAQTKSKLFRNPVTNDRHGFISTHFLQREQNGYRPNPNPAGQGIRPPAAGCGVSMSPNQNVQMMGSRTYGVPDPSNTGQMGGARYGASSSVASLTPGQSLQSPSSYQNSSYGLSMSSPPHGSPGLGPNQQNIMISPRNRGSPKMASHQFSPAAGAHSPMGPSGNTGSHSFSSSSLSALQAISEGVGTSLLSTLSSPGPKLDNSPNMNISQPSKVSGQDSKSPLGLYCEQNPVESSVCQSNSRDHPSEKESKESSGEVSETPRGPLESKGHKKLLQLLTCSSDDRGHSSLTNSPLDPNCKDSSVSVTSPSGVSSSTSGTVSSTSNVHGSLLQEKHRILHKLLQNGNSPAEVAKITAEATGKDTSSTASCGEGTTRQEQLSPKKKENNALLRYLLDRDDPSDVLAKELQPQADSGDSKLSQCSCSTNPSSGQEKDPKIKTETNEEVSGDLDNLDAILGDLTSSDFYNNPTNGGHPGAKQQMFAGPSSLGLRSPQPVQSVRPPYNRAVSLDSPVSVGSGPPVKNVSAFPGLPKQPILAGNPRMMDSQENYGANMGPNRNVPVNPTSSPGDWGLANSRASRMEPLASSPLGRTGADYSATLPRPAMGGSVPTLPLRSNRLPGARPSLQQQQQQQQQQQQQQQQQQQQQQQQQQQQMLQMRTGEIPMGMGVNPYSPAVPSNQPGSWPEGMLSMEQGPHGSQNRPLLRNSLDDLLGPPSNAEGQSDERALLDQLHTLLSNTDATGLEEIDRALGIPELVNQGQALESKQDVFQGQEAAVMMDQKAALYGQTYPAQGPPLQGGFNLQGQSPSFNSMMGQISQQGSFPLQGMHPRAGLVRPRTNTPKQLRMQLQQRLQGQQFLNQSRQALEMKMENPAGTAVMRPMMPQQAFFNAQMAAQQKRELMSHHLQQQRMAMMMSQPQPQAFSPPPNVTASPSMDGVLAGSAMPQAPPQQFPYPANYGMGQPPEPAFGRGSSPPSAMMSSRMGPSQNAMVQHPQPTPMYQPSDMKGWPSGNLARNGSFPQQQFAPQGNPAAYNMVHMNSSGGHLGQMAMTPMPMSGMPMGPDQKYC
IDE act – human IDE activators in live cells, primary screen, fluorescence polarization, HEK cells, FAbeta-B substrate | Insulin-degrading enzyme (Homo sapiens), P14735 | FAbeta-B cleavage; 0% vehicle, 100% cell-free pure enzyme wells | activation, % at 5.96 µM | hit rate 0.073% among 340,000 | AID 493087, 2011;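 active = activation above the mean of all tested compounds plus 3 SD, set per screening campaign, cut at about 17% in these data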
DNA FID counter – compounds displacing fluorescent DNA intercalator, primary screen, artefact control for HCV NS3 helicase inhibitor project, biochemical, FID fluorescence; DNA fluorescent intercalator displacement; inhibition, % at 7.9 µM; hit rate 0.17% among 290,000; AID 1845, 2009; in the data active = inhibition above about 37%;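 also: 0% = vehicle and 100% = reference compound; higher means more ethidium bromide displaced from hairpin DNA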
HCV NS3 hel inh – inhibitors of HCV NS3 helicase, primary screen, biochemical, Cy5 molecular beacon fluorescence. hit rate 0.56% among 290,000. Hepatitis C virus NS3 helicase. NS3 helicase DNA unwinding. AID 1800, 2009. inhibition, % at 10.9 µM;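 active = inhibition above the mean of all tested compounds plus 3 SD, set per campaign, cut at about 35% in these data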;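 also: 0% = DMSO wells and 100% = thioflavine S control wells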
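System: NS3 helicase fragment of HCV / Schedule: 1 h at 25 °C / Control set: DMSO alone as 0% and 110 µM thioflavine S as 100% / Reagent: Cy5/quencher beacon DNA duplex and ATP to start / Technique: Cy5 fluorescence / Replication: singlicate / Evaluation: % inhibition of end-to-start signal ratio versus controls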
M18AAP inhibitor – PfM18AAP inhibitors, malaria aminopeptidase, primary screen, biochemical, QFRET, recombinant enzyme; M18 aspartyl aminopeptidase (Plasmodium falciparum 3D7); H-Glu-NHMec fluorogenic cleavage; inhibition, % at 7.35 µM; hit rate 1.2% among 290,000; AID 1822, 2009;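 active = inhibition above the campaign mean inhibition over all tested compounds plus 3 SD, cut at about 28% in these data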;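 also: 0% = plate median of test compound wells and 100% = 2 mM ZnCl2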
VIM-2 inh – VIM-2 metallo-beta-lactamase inhibitors, primary screen, biochemical, epi-absorbance readout, Pseudomonas aeruginosa enzyme. inhibition, % at 5.6 µM. AID 1527, 2009. purified VIM-2, nitrocefin hydrolysis, epi-absorbance fluorescence. hit rate 0.89% among 290,000;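 active = inhibition above the mean of all tested compounds plus 3 SD, cutoff set per screening run, cut at about 7.5% in these data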;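 also: red hydrolysis product quenches plate fluorescence so inhibitors raise well fluorescence; 0% = enzyme with DMSO and 100% = DMSO without enzyme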
IMP-1 inhibitor – IMP-1 metallo-beta-lactamase inhibitors, primary screen, biochemical, epi-absorbance readout, Pseudomonas aeruginosa enzyme; purified IMP-1, nitrocefin hydrolysis, epi-absorbance fluorescence; metallo-beta-lactamase IMP-1 (Pseudomonas aeruginosa); inhibition, % at 5.6 µM; AID 1556, 2009; hit rate 0.45% among 290,000;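 active = inhibition above the mean plus 3 SD of all compounds in the same screening run, cut at about 4.5% in these data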;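 also: 0% = IMP-1 with DMSO and 100% = DMSO wells lacking enzyme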
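Assay system: purified IMP-1; Quantity: IMP-1 0.2 nM before substrate addition; Medium: HEPES buffer pH 7.1 with ZnSO4 and Brij 35; Incubation: 15 min enzyme–compound preincubation, then 25 min nitrocefin reaction, 25 °C; Signal: fluorescence quenching readout, ex 480/em 530 nm; Controls: DMSO with and without IMP-1; Repeats: singlicate testing.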
SUMO HTRF inh – inhibitors of in vitro SUMOylation cascade, primary screen, biochemical, HTRF, uHTS; SUMO-conjugating enzyme UBC9 (Homo sapiens), P63279; HTRF SUMOylation assay, SAE1/SAE2 + UBC9; inhibition, % at 35 µM; hit rate 0.36% among 290,000; in the data active = inhibition above about 50%, passing the limit was not always enough; also: strong numbers were not always called active
IDE cell inh – human IDE inhibitors in live cells, primary screen, fluorescence polarization, HEK cells, FAbetaB substrate; Insulin-degrading enzyme (Homo sapiens), P14735; FAbetaB cleavage; inhibition, % at 5.59 µM; hit rate 0.41% among 320,000; AID 434962, 2010;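 active = percent inhibition above the average of all tested compounds plus 3 SD, set per screening campaign, cut at about 16% in these data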;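 also: IDE supplied by intact live HEK cells; FP after avidin binding of uncleaved biotin substrate so inhibition keeps polarization high; 0% = DMSO wells and 100% = 60 µM reference IDE inhibitor Ii1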
* hit, by the source's call.

Results for CCCC(=O)N1CCN(c2ccc(NC(=S)NC(=O)CC)cc2)CC1 ?
pCIP destab: 10; IDE act: 4; DNA FID counter: -23; HCV NS3 hel inh: 6; M18AAP inhibitor: 1; VIM-2 inh: 0.2; IMP-1 inhibitor: -0.1; SUMO HTRF inh: -4; IDE cell inh: 2

Results for CSc1nc2ccsc2c(=O)n1-c1cccnc1 ?
pCIP destab: 4; IDE act: -1; DNA FID counter: -5; HCV NS3 hel inh: -3; M18AAP inhibitor: 0; VIM-2 inh: 2.3; IMP-1 inhibitor: -2.1; SUMO HTRF inh: 0; IDE cell inh: 2

How did CCOC(=O)/C(C#N)=C/c1cccc(F)c1 do in these assays?
pCIP destab: 8; IDE act: 4; DNA FID counter: -5; HCV NS3 hel inh: -6; M18AAP inhibitor: -8; VIM-2 inh: -3.8; IMP-1 inhibitor: -3.6; SUMO HTRF inh: -4; IDE cell inh: -3

How did O=[N+]([O-])c1ccccc1/C=N/n1c(C(F)(F)F)n[nH]c1=S do in these assays?
pCIP destab: -4; IDE act: -6; DNA FID counter: 7; HCV NS3 hel inh: 6; M18AAP inhibitor: 27; VIM-2 inh: 14*; IMP-1 inhibitor: -2.8; SUMO HTRF inh: 8; IDE cell inh: 7

How did FC(F)(F)c1cc(-c2ccccn2)nc2cc(-c3ccccc3)nn12 do in these assays?
pCIP destab: 3; IDE act: 8; DNA FID counter: 2; HCV NS3 hel inh: 8; M18AAP inhibitor: -13; VIM-2 inh: 2.6; IMP-1 inhibitor: 0.6; SUMO HTRF inh: 11; IDE cell inh: -2

What do the screens show for `c1ccc(-n2cnc3cc(NCc4ccco4)ccc32)cc1`?
pCIP destab: 6; IDE act: 2; DNA FID counter: -6; HCV NS3 hel inh: 0; M18AAP inhibitor: 12; VIM-2 inh: -1.2; IMP-1 inhibitor: -4.0; SUMO HTRF inh: 1; IDE cell inh: 5

Results for N#Cc1nc(-c2ccccc2F)oc1N1CCN(C(=O)c2ccco2)CC1 ?
pCIP destab: 6; IDE act: 8; DNA FID counter: -28; HCV NS3 hel inh: -5; M18AAP inhibitor: -2; VIM-2 inh: 3.1; IMP-1 inhibitor: -1.3; SUMO HTRF inh: 7; IDE cell inh: 9

Results for Cc1cccc(C(=O)N/N=C/c2ccc[nH]2)c1 ?
pCIP destab: 1; IDE act: -2; DNA FID counter: 1; HCV NS3 hel inh: 16; M18AAP inhibitor: 14; VIM-2 inh: -5.2; IMP-1 inhibitor: -3.3; SUMO HTRF inh: 2; IDE cell inh: 0

How did C=CCn1c(SCC(=O)C(C)(C)C)nnc1-c1ccccn1 do in these assays?
pCIP destab: -8; IDE act: -3; DNA FID counter: -10; HCV NS3 hel inh: -5; M18AAP inhibitor: -2; VIM-2 inh: -2.5; IMP-1 inhibitor: -2.1; SUMO HTRF inh: -7; IDE cell inh: -3

Results for CN(C)C(CNC(C(=O)Nc1ccc(F)cc1)c1ccccc1)c1ccccc1 (stereo not given) ?
pCIP destab: -8; IDE act: 4; DNA FID counter: 16; HCV NS3 hel inh: -26; M18AAP inhibitor: 10; VIM-2 inh: -5.3; IMP-1 inhibitor: -0.7; SUMO HTRF inh: 9; IDE cell inh: 2

How did CCc1nc(SCC(=O)Nc2ccccc2OC)n[nH]1 do in these assays?
pCIP destab: 4; IDE act: 1; DNA FID counter: 1; HCV NS3 hel inh: 3; M18AAP inhibitor: -6; VIM-2 inh: -3.0; IMP-1 inhibitor: -4.4; SUMO HTRF inh: -3; IDE cell inh: 5

What do the screens show for `COc1ccc(-c2cn3c(C)c(C(=O)NCc4ccc5c(c4)OCO5)sc3n2)cc1`?
IDE act: 1; DNA FID counter: -9; HCV NS3 hel inh: 3; M18AAP inhibitor: -3; VIM-2 inh: -0.1; IMP-1 inhibitor: -3.8; IDE cell inh: 10

How did O=C(O)CC/C(=C\c1cc2c(cc1Br)OCO2)c1nc2ccccc2s1 do in these assays?
pCIP destab: -3; IDE act: 1; DNA FID counter: -28; HCV NS3 hel inh: -29; M18AAP inhibitor: 20; VIM-2 inh: 7.9*; IMP-1 inhibitor: -0.6; SUMO HTRF inh: 11; IDE cell inh: -1

What do the screens show for `Cc1ccc(CN(N=Nc2nonc2N)c2nonc2N)c(C)c1`?
IDE act: 4; DNA FID counter: -3; HCV NS3 hel inh: -17; M18AAP inhibitor: -5; VIM-2 inh: -1.2; IMP-1 inhibitor: -2.5; IDE cell inh: -2

How did O=C(CCN1C(=O)/C(=C/c2ccccc2Cl)SC1=S)NCCc1ccc(O)cc1 do in these assays?
pCIP destab: -7; IDE act: -6; DNA FID counter: -7; HCV NS3 hel inh: 22; M18AAP inhibitor: -7; VIM-2 inh: 3.2; IMP-1 inhibitor: 0.9; SUMO HTRF inh: 6; IDE cell inh: 5

What do the screens show for `S=C(NCc1ccc(Cl)cc1)Nc1ccc(Cl)cc1Cl`?
pCIP destab: 0; IDE act: 6; DNA FID counter: 1; HCV NS3 hel inh: 3; M18AAP inhibitor: 3; VIM-2 inh: -2.5; IMP-1 inhibitor: -4.2; SUMO HTRF inh: 2; IDE cell inh: 1

What do the screens show for `Cc1cc(C(=O)NNC(=S)Nc2ccccc2)nn1C`?
pCIP destab: -10; DNA FID counter: -3; HCV NS3 hel inh: 0; M18AAP inhibitor: 20; VIM-2 inh: -2.8; IMP-1 inhibitor: -0.6; SUMO HTRF inh: 5; IDE cell inh: 2

How did O=C(CSCC(=O)OCC(=O)c1ccc(Br)cc1)Nc1cccc2ccccc12 do in these assays?
pCIP destab: 16; IDE act: 2; DNA FID counter: -15; HCV NS3 hel inh: 4; M18AAP inhibitor: 5; VIM-2 inh: -4.1; IMP-1 inhibitor: -2.3; SUMO HTRF inh: -23; IDE cell inh: 0

What do the screens show for `CC1CCCN(Cc2nc3c(c(=O)n(C)c(=O)n3C)n2Cc2c(F)cccc2Cl)C1` (stereo not given)?
pCIP destab: -10; IDE act: -2; DNA FID counter: -7; HCV NS3 hel inh: -3; M18AAP inhibitor: 1; VIM-2 inh: -4.3; IMP-1 inhibitor: -2.3; SUMO HTRF inh: -1; IDE cell inh: -4

Results for Cc1ccccc1C1CC(c2ccc(Br)cc2)Nc2nc(N)nn21 (stereo not given) ?
pCIP destab: 6; IDE act: 3; DNA FID counter: -24; HCV NS3 hel inh: -6; M18AAP inhibitor: 2; VIM-2 inh: -3.4; IMP-1 inhibitor: 0.9; SUMO HTRF inh: 0; IDE cell inh: -3

What do the screens show for `CCC(=O)N1CCc2cc(S(=O)(=O)N3CCN(c4ccccc4)CC3)ccc21`?
pCIP destab: 2; IDE act: 8; DNA FID counter: -19; HCV NS3 hel inh: 6; M18AAP inhibitor: -6; VIM-2 inh: -3.2; IMP-1 inhibitor: -3.9; SUMO HTRF inh: -9; IDE cell inh: 4

How did CNC(=S)N/N=C/c1ccc(-c2ccc(Cl)c([N+](=O)[O-])c2)o1 do in these assays?
pCIP destab: -7; DNA FID counter: 20; HCV NS3 hel inh: 10; M18AAP inhibitor: 5; VIM-2 inh: -2.9; IMP-1 inhibitor: -4.7; SUMO HTRF inh: 16; IDE cell inh: 3

How did COc1ccc(OC)c(NC(=S)N2c3ccccc3CC2C)c1 (stereo not given) do in these assays?
pCIP destab: -10; IDE act: -3; DNA FID counter: -10; HCV NS3 hel inh: -10; M18AAP inhibitor: 8; VIM-2 inh: -0.6; IMP-1 inhibitor: -0.3; SUMO HTRF inh: 0; IDE cell inh: -1

How did CC1CCCN(C(=S)Nc2ccc(Nc3ccccc3)cc2)C1 (stereo not given) do in these assays?
pCIP destab: -12; DNA FID counter: 2; HCV NS3 hel inh: -26; M18AAP inhibitor: 5; VIM-2 inh: -3.3; IMP-1 inhibitor: -9.4; SUMO HTRF inh: 7; IDE cell inh: 9

What do the screens show for `COc1ccc(C(=O)COc2ccc3c(C)cc(=O)oc3c2)cc1`?
pCIP destab: -8; IDE act: 2; DNA FID counter: -15; HCV NS3 hel inh: -3; M18AAP inhibitor: -7; VIM-2 inh: 1.1; IMP-1 inhibitor: -0.5; SUMO HTRF inh: 1; IDE cell inh: -3

How did CC1CCCCN1C(=O)CSCC(=O)Nc1nc(-c2cccs2)cs1 (stereo not given) do in these assays?
pCIP destab: -15; IDE act: -2; DNA FID counter: -28; HCV NS3 hel inh: -10; M18AAP inhibitor: -3; VIM-2 inh: -2.8; IMP-1 inhibitor: -0.9; SUMO HTRF inh: 2; IDE cell inh: 3

What do the screens show for `COC(=O)c1ccc(CNCC(=O)Nc2ccc(C(=O)OC)cc2)cc1`?
pCIP destab: -33; IDE act: 5; DNA FID counter: -6; HCV NS3 hel inh: -8; M18AAP inhibitor: -18; VIM-2 inh: 1.1; IMP-1 inhibitor: 0.6; SUMO HTRF inh: 2; IDE cell inh: -4

How did Cc1cc(C)cc(OCC(=O)Nc2nonc2NC(=O)COc2cc(C)cc(C)c2)c1 do in these assays?
pCIP destab: 10; IDE act: -1; DNA FID counter: -1; HCV NS3 hel inh: 1; M18AAP inhibitor: 0; VIM-2 inh: 0.6; IMP-1 inhibitor: -0.8; SUMO HTRF inh: 3; IDE cell inh: -2

How did Cc1ccc(C(=O)NC2CC3CCCC(C2)N3C(=O)NC2CCCCC2)cc1 (stereo not given) do in these assays?
pCIP destab: -13; DNA FID counter: -2; HCV NS3 hel inh: -5; M18AAP inhibitor: -5; VIM-2 inh: -0.8; IMP-1 inhibitor: -1.5; SUMO HTRF inh: -2

Results for Cc1nn(-c2ccccc2)c(-c2ccccc2)c1C(=O)O ?
pCIP destab: -9; IDE act: 1; DNA FID counter: -2; HCV NS3 hel inh: 1; M18AAP inhibitor: 2; VIM-2 inh: -1.3; IMP-1 inhibitor: -2.1; SUMO HTRF inh: 15; IDE cell inh: 4

Results for Cc1cccc(CSc2nc3c(c(-c4cccs4)c2C#N)CN(C)CC3)c1 ?
pCIP destab: -12; IDE act: -14; DNA FID counter: 10; HCV NS3 hel inh: -35; M18AAP inhibitor: -3; VIM-2 inh: -0.4; IMP-1 inhibitor: 2.0; SUMO HTRF inh: 16; IDE cell inh: 15

No enrichment for hits; about 3.6% have a hit in one of these screens.
